# HCMV inh = qHTS Assay for inhibitors of the human cytomegalovirus (HCMV). activity change, negative = inhibition, % at 57.5 µM. 410,000 compounds, 4.5% hits. HFF cells, HCMV-luciferase reporter, 72 h; active compounds read low. AID 1259415, 2018; in the data active = activity change below about -60%; inconclusive = no clear call, values can overlap the other calls; inactive = above about -39%
#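 Human foreskin fibroblasts infected with luciferase-reporter HCMV at MOI 1 PFU/cell, compounds at two doses. Luciferase measured 72 h post infection; normalized to buffer-only basal and Salinomycin (10uM) controls.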
# Sm TGR block = qHTS Assay for the Inhibitors of Schistosoma Mansoni Peroxiredoxins; Potency, µM (top dose mostly 114 µM), without a hit: at the highest dose activity change, negative = inhibition, hits mostly inhibitors; 360,000 compounds, 3% hits; Schistosoma mansoni thioredoxin glutathione reductase (TGR), Q962Y6; purified TGR, DTNB reduction, TNB absorbance 405 nm; AID 485364, 2010; note: potency is the fitted concentration of half-maximal effect; nearly all actives have a fitted effect of over 60% in size
#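 Kinetic colorimetric format: TGR-catalysed, NADPH-driven DTNB reduction monitored via TNB absorbance. Enzyme dispensed at 20 nM; compound exposure 15 min at room temperature before reaction start.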
# AmpC detergent = qHTS Inhibitors of AmpC Beta-Lactamase (assay with detergent); 370,000 compounds, 0.041% hits; Potency, µM (highest dose often 114 µM), for inactives: top-dose activity change, negative = inhibition, most hits filed as inhibitors; P00811; AmpC hydrolysis of nitrocefin, absorbance 480 nm, 0.01% Triton;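 note: potency is the fitted concentration of half-maximal effect; 0% = no-compound wells and -100% = no-enzyme wells; nearly all actives have a fitted effect of over 25% in size; some results filed as inactive show a strong effect at the top dose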
# Target sequence (P00811 whole entry, looked up): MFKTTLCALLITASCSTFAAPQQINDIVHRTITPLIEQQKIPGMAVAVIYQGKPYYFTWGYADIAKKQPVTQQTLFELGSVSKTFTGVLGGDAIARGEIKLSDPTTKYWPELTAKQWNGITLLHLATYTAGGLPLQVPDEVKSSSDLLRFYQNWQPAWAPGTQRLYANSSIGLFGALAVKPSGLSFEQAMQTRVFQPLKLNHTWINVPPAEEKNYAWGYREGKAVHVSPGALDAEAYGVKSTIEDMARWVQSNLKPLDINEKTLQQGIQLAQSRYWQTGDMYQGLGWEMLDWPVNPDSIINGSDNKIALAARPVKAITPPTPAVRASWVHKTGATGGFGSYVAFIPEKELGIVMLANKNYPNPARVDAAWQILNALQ
#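 20 mM phosphate pH 7.0 + 0.01% (detergent screen) or 0.0001% Triton X-100; 5.3 nM AmpC reagent; cpd preinc 15 min RT; nitrocefin (800 uM stock) to start; A480 q20 s × 4 min; Activity was normalised to no-enzyme and no-compound control wells.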
# AMA1 RON2 block = qHTS for Inhibitors of AMA1-RON; Towards Development of Antimalarial Drug Lead: Primary Screen | Potency, µM (doses to about 58.2 µM), without a hit: at the top dose activity change, negative = inhibition, usual class: inhibitors | 360,000 compounds, 0.2% hits | AlphaScreen AMA1-biotinylated RON2 peptide binding | Plasmodium falciparum AMA1 (3D7) - RON2 peptide interaction;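 note: potency is the fitted concentration of half-maximal effect; 0% = vehicle wells and -100% = peptide control; nearly all actives have a fitted effect of over 45% in size; some results filed as inactive show a strong effect at the top dose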
#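 AMA1 (3D7) with his tag at 25 nM final met compounds first, then biotinylated RON2 peptide at 25 nM; detection used donor plus acceptor beads, 10 µg/mL apiece, read by AlphaScreen after 30 min at room temperature.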
# AmpC inh no detg = qHTS Inhibitors of AmpC Beta-Lactamase (assay without detergent); P00811; AmpC nitrocefin hydrolysis, absorbance 480 nm, 0.0001% Triton; Potency, µM (highest dose often 57.1 µM), inactives show at the top dose activity change, negative = inhibition, usual class: inhibitors; 330,000 compounds, 0.52% hits; AID 485341, 2010;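 note: potency is the fitted concentration of half-maximal effect; plate controls were no compound for no effect and no enzyme for full effect; nearly all actives have a fitted effect of over 20% in size; some results filed as inactive show a strong effect at the top dose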
#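 AmpC (5.3 nM in the dispensed reagent) in 20 mM phosphate pH 7.0 with 0.01% (detergent screen) or 0.0001% Triton X-100 was preincubated with compounds for 15 min at room temperature. Nitrocefin was then added from an 800 uM solution, and hydrolysis was followed at 480 nm.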
# Giardia FBPA inh = qHTS Assay for Inhibitors of Fructose-1,6-bisphosphate Aldolase from Giardia Lamblia; A8B2U2; AID 2451, 2010; purified Giardia FBPA; 290,000 compounds, 0.71% hits; Potency, µM (series often up to 59.6 µM), for the others: top-dose activity, negative = inhibition, usual class: inhibitors; note: potency is the fitted concentration of half-maximal effect; nearly all actives have a fitted effect of over 55% in size
# Target sequence (A8B2U2 whole entry, looked up): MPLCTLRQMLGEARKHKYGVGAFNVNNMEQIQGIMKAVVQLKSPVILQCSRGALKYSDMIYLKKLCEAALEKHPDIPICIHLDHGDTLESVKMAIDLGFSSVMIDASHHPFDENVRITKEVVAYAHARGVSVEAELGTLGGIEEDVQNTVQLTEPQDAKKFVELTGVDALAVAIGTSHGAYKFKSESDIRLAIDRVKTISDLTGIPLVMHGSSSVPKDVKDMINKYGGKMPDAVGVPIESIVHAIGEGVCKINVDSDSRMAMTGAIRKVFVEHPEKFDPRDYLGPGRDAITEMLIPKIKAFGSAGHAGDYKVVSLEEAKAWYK
#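 Giardia FBPA (40 nM reagent) was preincubated 10 min at RT with compound (up to 57.5 uM final), then substrate plus GAPDH/TPI/NAD/arsenate coupling system with diaphorase/resazurin was added; resorufin fluorescence (525/598 nm) was read after 20 min.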
# Starred values were filed as active, the others as inactive; u = inconclusive; x = no result given; + = active, no number; [ ] = another dose, or the depositor's remark. Unless noted, calls come from the whole dose curve; as a rule, active = well fitted curve in the direction sought with a large enough effect; inconclusive = small, poorly fitted or top-dose-only effect, or another doubt; inactive = no such curve, though single readings can be large; an effect the other way counts as inactive or inconclusive. Unless noted, % is set by controls: 0 for no effect and ±100 for the full control effect.
no.	canonical_smiles	HCMV inh	Sm TGR block	AmpC detergent
1	COc1cc(C(C)=O)ccc1OCC(=O)N1CCc2ccccc2C1	0	-2%	-7%
2	COc1cc(CNc2ccc(S(N)(=O)=O)cc2)ccc1OCC(=O)NC1CCCCC1	-19	-2%	-9%
3	O=c1cc(C(F)(F)F)[nH]c(=O)n1C1CCCCC1	-4	8%	-4%
4	Nc1cc(Cl)ccc1Oc1ccc(Cl)cc1	-22	8%	-8%
5	CCN1/C(=C/c2ccc3ccccc3[n+]2CC)C=Cc2ccccc21	-104*	u	-3%
6	O=C(COc1ccc([N+](=O)[O-])cc1)NCC1(N2CCOCC2)CCCCC1	-6	1%	20%
7	CCCCCCCN=C(C)c1ccccc1O	-33	4%	5%
8	COc1cc(-c2nc(-c3ccc4c(c3)-c3ccccc3S4(=O)=O)c(-c3ccccc3)[nH]2)cc(OC)c1OC	-20	56µM*	-4%

no.	AMA1 RON2 block	AmpC inh no detg	Giardia FBPA inh
1	-1%	1%	-1%
2	4%	-4%[2.29 µM]	4%
3	-11%	-8%	-4%
4	-2%	-32%	x
5	u	6%	-15%
6	x	x	x
7	2%	-25%	7%
8	14%	-8%	-6%

# (cont.)
no.	canonical_smiles	HCMV inh	Sm TGR block	AmpC detergent
9	CC1CN(C(=O)COc2coc(CN3CCc4ccccc4C3)cc2=O)CC(C)O1 (centres undefined)	-14	1%	u
10	O=C(CS(=O)(=O)c1ccccc1)c1cc2ccccc2oc1=O	x	-24%	-11%
11	Cc1ccc(NC(=O)Cn2cc(S(=O)(=O)c3ccccc3)c(=O)c3cc(F)ccc32)cc1	-7	-12%	u
12	CC1Sc2ccc(S(=O)(=O)N3CCC(C(=O)NCc4ccco4)CC3)cc2NC1=O (centres undefined)	1	-19%	4%
13	COc1ccc2nc(NNC(=O)COc3ccccc3)sc2c1	23	8%	4%
14	CCC(=O)NCCCCCCNC(=O)CC	-23	-6%	u
15	C=CCN(c1ccccc1)S(=O)(=O)c1cccc(C(=O)Nc2cccc(C)n2)c1	-25	1%	0%
16	COc1ccccc1C(=O)Nc1ccc(C(=O)/C=C/c2cccs2)cc1	-1	0%	u

no.	AMA1 RON2 block	AmpC inh no detg	Giardia FBPA inh
9	20%	-8%	x
10	4%	-32%	9%
11	13%	-46%	4%
12	-1%	-10%	x
13	46%[activator]	-10%	6%
14	19%	-6%	1%
15	-1%	-14%	x
16	0%	-7%	-7%

# Next section
no.	canonical_smiles	HCMV inh	Sm TGR block	AmpC detergent
17	O=C(C[N+]1(CC#Cc2ccccc2)CCCCC1)c1ccccc1	-35	-27%	0%
18	COC(=O)c1cc2ccsc2n1Cc1cc(=O)n2ccccc2n1	38	9%	1%
19	CCOc1ccccc1NC(=O)C1CCN(c2ccc(S(=O)(=O)N3CCCC3)cc2)CC1	-23	3%	-14%
20	CCN(CC(=O)Nc1ccccc1OC)CC(=O)Nc1ccccc1-c1ccccc1	-5	0%	-3%
21	c1ccc(Cn2nnnc2C(c2ccccn2)N2CCOCC2)cc1 (centres undefined)	-4	11%	3%
22	Cc1ccn2c(=O)nc(SCC(=O)c3ccc(Cl)cc3)nc2c1	-6	-1%	-5%
23	O=C(NCCn1cc(SCc2ccccc2)c2ccccc21)c1c(F)cccc1F	4	-7%	u
24	O=C(CNS(=O)(=O)c1c(Cl)cccc1Cl)OCC(=O)N1CCN(c2ccccc2)CC1	18	-7%	5%

no.	AMA1 RON2 block	AmpC inh no detg	Giardia FBPA inh
17	-4%	-25%	4%
18	0%	58%	-28%
19	-3%	-1%	-1%
20	-4%	86%[activator]	18µM*
21	21%	-19%	-2%
22	9%	-14%	x
23	-4%	-4%	-19%
24	2%	63%[activator]	-2%

# Next section.
no.	canonical_smiles	HCMV inh	Sm TGR block	AmpC detergent
25	CC(=O)Nc1ccc(S(=O)(=O)NCCOc2ccc(Cl)cc2C)cc1	-74*	28%	-1%
26	O=C(NCc1ccco1)c1nn2c(C(F)(F)F)cc(-c3cccs3)nc2c1Br	-14	32µM*	1%
27	CC(C)N(C)Cc1nnnn1CC(=O)NCCc1cccc(C(F)(F)F)c1	-33	-24%	0%
28	CN(C(=O)CSc1nc(-c2ccccc2)cn1N)C(c1ccccc1)c1ccccc1	-13	0%	0%
29	COc1cccc(CN2C(=O)Nc3ccccc3C(=O)N2C(C)(C)C)c1	24	0%	-2%
30	O=C(CSc1nncs1)NCc1ccc2c(c1)OCO2	25	5%	-2%
31	N#CC1=C(N)C2=CCCC[C@H]2[C@H](c2ccccc2)C1(C#N)C#N	-16	45µM*	-1%
32	COc1cccc(CNCCO)c1OCc1ccc(Cl)cc1	-23	47%[activator]	-13%

no.	AMA1 RON2 block	AmpC inh no detg	Giardia FBPA inh
25	3%	-12%	8%
26	1%	-24%	-11%
27	1%	30%	4%
28	-11%	-9%	-11%
29	37%[activator]	-2%	3%
30	-3%	2%	1%
31	10%	-33%	-26%
32	2%	-3%	-4%

# Rewritten screen by screen: part of the list above.
(29) COc1cccc(CN2C(=O)Nc3ccccc3C(=O)N2C(C)(C)C)c1
(27) CC(C)N(C)Cc1nnnn1CC(=O)NCCc1cccc(C(F)(F)F)c1
(25) CC(=O)Nc1ccc(S(=O)(=O)NCCOc2ccc(Cl)cc2C)cc1
(30) O=C(CSc1nncs1)NCc1ccc2c(c1)OCO2

screen / no.	29	27	25	30
HCMV inh	24	-33	-74*	25
Sm TGR block	0%	-24%	28%	5%
AmpC detergent	-2%	0%	-1%	-2%
AMA1 RON2 block	37%[activator]	1%	3%	-3%
AmpC inh no detg	-2%	30%	-12%	2%
Giardia FBPA inh	3%	4%	8%	1%

# Further compounds follow:
no.	canonical_smiles	HCMV inh	Sm TGR block	AmpC detergent
33	COc1cc(/C=C/c2cccc[n+]2C)ccc1OCC(=O)Nc1ccccc1	-29	-5%	1%
34	CC(=O)c1cc(-c2ccccc2)n(CC(=O)Nc2ccc(C)cc2C)c1C	+	0%	1%
35	O=C(CN(c1ccccc1F)S(=O)(=O)c1ccccc1)NC1CCCCCC1	-18	u	-1%
36	CC(=O)OCC1=C(C(=O)O)N2C(=O)C(NC(=O)c3ccc(COc4c(C)cccc4Cl)o3)C2SC1 (centres undefined)	-11	20µM*	-10%
37	Cc1cc(SCC(=O)Nc2ccccc2)n2ncc(-c3ccccc3)c2n1	-30	-1%	-5%
38	Cc1ccc(OCC(=O)N/N=C\c2cn(C)c3ccccc23)c([N+](=O)[O-])c1	22	5%	u
39	O=c1nc2ccccc2c2n1CC(CN1CCN(c3ccc(F)cc3)CC1)N2 (centres undefined)	9	-3%	-7%
40	O=C(Nc1ccc([N+](=O)[O-])cc1)c1ccc(Cn2cc([N+](=O)[O-])cn2)cc1	-68*	x	-6%

no.	AMA1 RON2 block	AmpC inh no detg	Giardia FBPA inh
33	-9%	8%	x
34	x	x	x
35	6%	42%	-1%
36	15%	-16%	-4%
37	1%	-43%	3%
38	-3%	-15%	0%
39	-1%	u	1%
40	-9%	-24%	-3%

# Later entries:
no.	canonical_smiles	HCMV inh	Sm TGR block	AmpC detergent
41	COCC(=O)Nc1ccc(C)c(Cl)c1	-21	-15%	-1%
42	COCCN=c1scc(-c2ccccc2)n1/N=C/c1c[nH]c2ccccc12	12	-8%	-11%
43	O=S(=O)(N/N=C\c1ccccc1O)c1ccc(Cl)cc1	-8	4%	0%
44	O=C(CN1CCN(S(=O)(=O)N2CCCCCC2)CC1)Nc1ccc(F)cc1	-37	3%	4%
45	COc1ccc2cc3cc(C(=O)N4CCN(c5ccccc5F)CC4)oc3nc2c1	-11	1%	-2%
46	COc1ccccc1-n1c(SCC(=O)O)nc2sc3c(c2c1=O)CCC3	u	15%	8%
47	O=C(NCc1n[nH]c(=S)n1-c1cccc(Cl)c1)c1cccs1	26	2%	u
48	Cc1ccc(S(=O)(=O)NC(CN2CCOCC2)=NCCNS(=O)(=O)c2ccccc2)cc1	29	-8%	-7%

no.	AMA1 RON2 block	AmpC inh no detg	Giardia FBPA inh
41	18%	-10%	3%
42	u	26%	-8%
43	139%[activator]	-15%	-16%
44	-2%	32%	-1%
45	x	x	x
46	-1%	-23%	2%
47	16%	-20%	-7%
48	1%	39%	-9%

# The list continues:
no.	canonical_smiles	HCMV inh	Sm TGR block	AmpC detergent
49	COc1ccc(NC(=O)CCN2CCN(S(=O)(=O)c3cc(Cl)ccc3Cl)CC2)cc1	-2	-16%	-7%
50	COc1ccccc1CNC(=O)CN(C)S(=O)(=O)c1cccc2cccnc12	-33	1%	5%
51	O=C(O)C(C/C(=N/O)c1ccc(Br)cc1)P(=O)(c1ccccc1)c1ccccc1 (centres undefined)	u	-10%	4%
52	CCc1ccc2[nH]c(=O)c(CN(Cc3ccc(F)cc3)C(c3nnnn3CCN3CCOCC3)C(C)C)cc2c1 (centres undefined)	x	-12%	0%
53	COc1cc(OC)cc(-c2nc(N)n[nH]2)c1	41	1%	-7%
54	CCOc1ccccc1OCCCC(=O)NC1CCCc2ccccc21 (centres undefined)	-23	-4%	3%
55	O=C(CS(=O)(=O)c1ccccc1)NC1CCCCC1	1	15%	u
56	Cc1cccc(-n2ncc(C#N)c2N)c1	-2	8%	-3%

no.	AMA1 RON2 block	AmpC inh no detg	Giardia FBPA inh
49	0%	54%	7%
50	-5%	-13%	5%
51	1%	-26%	12%
52	-1%	-11%	12%
53	-2%	-11%	-5%
54	-12%	68%[activator]	1%
55	2%	-19%	0%
56	29%	-37%	-3%

# More records:
no.	canonical_smiles	HCMV inh	Sm TGR block	AmpC detergent
57	COc1cccc(NC(=O)CSc2nc3ccc(NC(=O)c4ccco4)cc3s2)c1	-35	4%	21%
58	COc1ccc2nc(COC(=O)c3cccc([N+](=O)[O-])c3)c(C(C)=O)[n+]([O-])c2c1	72	u	-1%
59	COc1cccc(/C=C/c2nc(C#N)c(NCCc3ccccc3)o2)c1	1	-9%	21%
60	COc1ccc2oc(=O)c(-c3csc(Nc4cccc(O)c4)n3)cc2c1	21	-8%	-9%
61	O=C(O)c1cc(S(=O)(=O)O)cc(Nc2c3ccccc3nc3ccccc23)c1O	u	-16%	-9%
62	CCCCCCCCCCC[N+](C)(C)CC/C=C1/c2ccccc2Sc2ccc(Cl)cc21	x	1.8µM*	-11%

no.	AMA1 RON2 block	AmpC inh no detg	Giardia FBPA inh
57	x	x	x
58	-10%	-18%	5%
59	x	x	x
60	-1%[11.6 µM]	-43%	-2%
61	0%	9%	4%
62	-8%	176%[activator]	12%

# Screens as filed in PubChem.
